Screens (PubChem)
TRHR PAM: allosterically enhances the human TRH receptor; TRHR cells, fluo-8 calcium fluorescence, EC20 TRH enhancement; enhancement, % at 2 µM; 360,000 compounds, 0.66% hits; AID 493056; in the data active = enhancement above about 30%; also: 0% is about no effect
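TRHR-expressing cells loaded with fluo-8 calcium dye were read kinetically (ex 480/em 530) during compound addition, then stimulated with an EC20 of TRH (10 nM final). Enhancement of the Gq-mediated intracellular calcium response was scored.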
USP1 inh: USP1/UAF1 (human) deubiquitinase inhibition; O94782; recombinant USP1/UAF1, Ub-Rhodamine cleavage fluorescence; Potency, µM (highest dose often 57.1 µM), for inactives: at the top dose activity change, negative = inhibition, most hits filed as inhibitors; 390,000 compounds, 0.23% hits; also: potency is read from the fitted curve at half-maximal effect; % is scaled to controls: 0 for no effect and ±100 for the full control effect; nearly all actives have a fitted effect of over 60% in size; inactives centre near -12
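USP1/UAF1 complex at 1 nM was preincubated with compound for 15 min at room temperature, then Ub-Rho substrate (150nM final) was added. Fluorescence (480/540 nm) was read kinetically, 6 reads every 60 seconds.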
TrxR1 inh: blocks rat thioredoxin reductase 1. Potency, µM (series often up to 114 µM), for the others: at the top dose activity change, negative = inhibition, actives largely listed as inhibitors. recombinant rTrxR1, NADPH fluorescence consumption, selenite substrate. 390,000 compounds, 1% hits; also: potency is read from the fitted curve at half-maximal effect; % is scaled to controls: 0 for no effect and ±100 for the full control effect; nearly all actives have a fitted effect of over 65% in size
Target sequence (O89049 whole entry, looked up): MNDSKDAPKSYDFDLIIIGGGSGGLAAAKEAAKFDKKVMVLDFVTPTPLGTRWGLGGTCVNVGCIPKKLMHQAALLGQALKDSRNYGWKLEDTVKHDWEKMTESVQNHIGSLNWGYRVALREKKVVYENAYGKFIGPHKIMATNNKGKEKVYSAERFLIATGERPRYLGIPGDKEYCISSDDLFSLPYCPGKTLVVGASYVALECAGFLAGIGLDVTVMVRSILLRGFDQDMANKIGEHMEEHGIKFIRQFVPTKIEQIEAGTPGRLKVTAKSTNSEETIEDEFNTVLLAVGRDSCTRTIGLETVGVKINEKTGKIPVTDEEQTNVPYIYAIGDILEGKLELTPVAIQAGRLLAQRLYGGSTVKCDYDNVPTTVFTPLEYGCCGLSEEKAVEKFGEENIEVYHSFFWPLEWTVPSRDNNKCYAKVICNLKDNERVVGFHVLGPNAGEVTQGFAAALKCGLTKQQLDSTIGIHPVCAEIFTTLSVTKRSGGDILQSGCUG
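Rat TrxR1 (90 nM in the dispensed reagent) was pre-reduced with 400 uM NADPH for 5 min at room temperature, then incubated with compound for 15 min. After 400 uM selenite was added, NADPH fluorescence (Ex 340/Em 450 nm) was followed for 8 min.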
D2 antag: antagonists of human D2 dopamine receptor. HEK293 TREx D2 cells, calcium flux, dopamine EC80. inhibition, % at 10 µM. 340,000 compounds, 2% hits. AID 485344; in the data active = inhibition above about 30%; also: 0% is about no effect
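Calcium mobilization kinetics were recorded at 1 s intervals in tetracycline-induced HEK293 T-REx D2 cells, first for 180 s after compound addition and then 180 s after EC80 dopamine.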
TrxR1 substrate: substrates of rat thioredoxin reductase 1; purified TrxR1 substrate turnover, NADPH consumption readout; O89049; Potency, µM (highest dose often 114 µM), for the others: top-dose activity change, negative = substrate turnover; AID 588456; 390,000 compounds, 0.01% hits; also: potency is read from the fitted curve at half-maximal effect; % is scaled to controls: 0 for no effect and ±100 for the full control effect; nearly all actives have a fitted effect of over 50% in size
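Rat TrxR1, dispensed at 90 nM, was prereduced with 400 uM NADPH (final) for 5 min at ~22 deg C, then incubated with compound 15 min before 400 uM selenite. A first-read NADPH fluorescence drop versus no-compound background flagged substrates.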
mIDH1 inhibitor: human IDH1 R132H inhibition | IDH1-R132H enzyme, NADPH consumption, diaphorase/resazurin fluorescence | Potency, µM (doses to about 76.6 µM), inactives show at the highest dose activity change, negative = inhibition, usual class: inhibitors | 390,000 compounds, 0.093% hits | AID 602179; also: potency is read from the fitted curve at half-maximal effect; % is scaled to controls: 0 for no effect and ±100 for the full control effect; nearly all actives have a fitted effect of over 65% in size
Target sequence (O75874 whole entry R132H, stated change not applied): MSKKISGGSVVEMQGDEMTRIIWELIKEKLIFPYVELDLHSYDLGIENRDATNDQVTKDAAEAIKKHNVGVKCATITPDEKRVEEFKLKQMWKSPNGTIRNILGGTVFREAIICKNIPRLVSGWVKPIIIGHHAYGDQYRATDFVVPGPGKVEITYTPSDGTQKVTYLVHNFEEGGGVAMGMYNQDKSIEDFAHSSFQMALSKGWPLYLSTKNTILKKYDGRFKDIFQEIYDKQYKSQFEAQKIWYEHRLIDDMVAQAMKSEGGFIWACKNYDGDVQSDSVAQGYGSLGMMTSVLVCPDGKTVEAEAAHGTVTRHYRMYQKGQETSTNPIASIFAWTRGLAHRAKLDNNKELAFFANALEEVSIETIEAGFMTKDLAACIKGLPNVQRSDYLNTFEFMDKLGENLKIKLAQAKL
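IDH1-R132H (0.5 ug/mL) preincubated 30 min with compound, then NADPH (0.016 mM) and alpha-KG (2 mM) added; 80 min at RT, pH 7.5. Remaining NADPH coupled via diaphorase/resazurin to fluorescence (540/590 nm); concentration-response curves normalized to no-enzyme control.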
Pin1 inh: inhibitors of human Pin1; Potency, µM (series often up to 115 µM), for the others: at the highest dose activity, negative = inhibition, most hits filed as inhibitors; AID 504891; 390,000 compounds, 0.009% hits; Pin1 FP peptide displacement, HiFluor488, 10 min; Q13526; active = well fitted inhibition curve with a large enough effect in the polarisation, with a control signal flat, not every such curve was filed as active; inconclusive = small, poorly fitted or top-dose-only effect, or effect the other way, or a change in a side signal; inactive = no such curve, though single readings can be large or run the other way; the % refers to the polarisation; also: potency is read from the fitted curve at half-maximal effect; % is scaled to controls: 0 for no effect and ±100 for the full control effect
Target sequence (Q13526 whole entry, looked up): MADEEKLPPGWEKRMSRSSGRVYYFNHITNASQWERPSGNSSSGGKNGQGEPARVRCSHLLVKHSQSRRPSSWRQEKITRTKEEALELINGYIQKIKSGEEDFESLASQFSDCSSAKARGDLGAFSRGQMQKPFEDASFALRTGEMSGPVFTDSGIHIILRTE
D2 agonist: activates the human D2 dopamine receptor. activation, % at 2 µM. P14416. AID 485358. HEK293 T-REx D2 cells, calcium flux agonist mode. 340,000 compounds, 0.53% hits;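 active = activation over 3 SD above normal in the single-dose calcium agonist read, cut at about 30% in these data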; also: 0% is about no effect
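Agonism is scored from calcium flux in a force-coupled, inducible HEK293 cell line expressing D2, read kinetically for 180 s after compound addition against dopamine controls.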
TRHR ag: agonists of human TRH receptor. TRHR cells, calcium flux fluo-8, FDSS agonist mode. activation, % at 2 µM. 360,000 compounds, 0.18% hits. AID 493084; in the data active = activation above about 30%; also: 0% is about no effect
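TRHR-expressing cells, plated overnight in medium with 10% serum, were loaded with fluo-8 calcium dye at room temperature. After a 10 s baseline, library compound was pin-added and calcium release was recorded kinetically (ex 480/em 530) as agonist response.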
An asterisk follows results filed as active; ? = inconclusive; . = no result given; & = joins results of further samples; [ ] = dose if it differs, or a comment. Unless noted, calls follow the shape of the dose curve; as a rule, active = well fitted inhibition curve with a large enough effect; inconclusive = small, poorly fitted or top-dose-only effect; inactive = no such curve, though single readings can be large or run the other way. An excerpt. The share of hits here may be higher or lower than overall.

molecule	TRHR PAM	USP1 inh	TrxR1 inh	D2 antag	TrxR1 substrate	mIDH1 inhibitor	Pin1 inh	D2 agonist	TRHR ag
CCc1cccc2c(-c3csc(=NC)n3C)c[nH]c12	-14	0%	-16%[57.1 µM]	2	-11%[57.1 µM]	-9%	-13%	6.8	2.5
C/C(=N\Nc1ccc(C(=O)O)cc1)c1nc2ccccc2n1C	-3	.	.	-3	.	.	.	-0.2	0.7
COc1ccc(N(C(=O)CNC(=O)c2ccco2)C(C(=O)NC2CCCC2)c2ccco2)cc1 (centres undefined)	2	-1%	3%[57.1 µM]	13	8%[0.0914 µM]	-2%	2%	-0.1	0.8
Cc1[nH]n(-c2nc(-c3ccccc3)cc(=O)[nH]2)c(=O)c1CCO	-3	-30%	-15%[57.1 µM]	.	-2%[57.1 µM]	2%	-1%	.	-0.7
Cc1c(NC(=O)OCCSc2nc(N(C)C)nc(N(C)C)n2)sc(=S)n1C	-5	-2%	14%	-16	-1%	-2%	1%	1.5	-0.6
CCOC(=O)c1sc(=S)n(-c2ccccc2)c1NC(C)=O	-1	-2%	16%[57.1 µM]	7	-6%	2%	-11%	-1.4	-0.6
CC1CC(C)CN(S(=O)(=O)c2ccc(C(=O)NNC(=O)c3ccccc3F)cc2)C1 (centres undefined)	.	4%	8%	.	-4%	3%	-7%	.	.
COc1cccc(NC(=O)C2CCN(C(=O)N3CC(C)Oc4ccccc43)CC2)c1 (centres undefined)	6	-12%	-13%	.	-11%	17%	0%	-0.5	0.2
O=C(NOCc1ccccc1)c1coc(-c2ccccc2)n1	.	-3%	0%	.	-4%	0%[38.3 µM]	-4%	.	.
O=C(NC1CCCC1)C1CC(=O)N(c2ccc(F)cc2)C1 (centres undefined)	-5	-8%	9%	1	4%	-5%	1%	-2.0	2.1
O=C(O)C1Oc2ccccc2C1c1ccccc1 (centres undefined)	.	-8%	-2%[2.29 µM]	.	6%[57.1 µM]	-8%	-6%	.	.
CC(=O)c1cc(C#N)c(SCc2ccc([N+](=O)[O-])cc2)nc1C	0	-10%	9%	1	12%[57.1 µM]	15%	-6%	0.8	-0.8
COc1cc(OC)c(NC(=O)C2CCN(C(=O)c3sc4nc[nH]c(=O)c4c3C)CC2)cc1Cl	1	-3%	3%[57.1 µM]	.	-3%[57.1 µM]	-3%	-4%	.	-0.3
COc1cc(C2C(C#N)=C(N)N(Nc3ccccc3)C3=C2C(=O)CC(C)(C)C3)ccc1OCc1cccc(F)c1 (centres undefined)	-2	-25%	8%	3	6%	0%	20%	-0.8	0.6
Cc1ccc(NC(=O)c2cc3ccccc3o2)cc1	2	-18%	23%	8	1%	21%	?	0.6	-1.4

Rewritten as labelled records: 2 of the compounds above.
canonical_smiles: CCOC(=O)c1sc(=S)n(-c2ccccc2)c1NC(C)=O
  TRHR PAM = -1 | USP1 inh = -2% | TrxR1 inh = 16%[57.1 µM] | D2 antag = 7 | TrxR1 substrate = -6% | mIDH1 inhibitor = 2% | Pin1 inh = -11% | D2 agonist = -1.4 | TRHR ag = -0.6
canonical_smiles: CC1CC(C)CN(S(=O)(=O)c2ccc(C(=O)NNC(=O)c3ccccc3F)cc2)C1 (centres undefined)
  TRHR PAM = . | USP1 inh = 4% | TrxR1 inh = 8% | D2 antag = . | TrxR1 substrate = -4% | mIDH1 inhibitor = 3% | Pin1 inh = -7% | D2 agonist = . | TRHR ag = .

The results go on:
molecule	TRHR PAM	USP1 inh	TrxR1 inh	D2 antag	TrxR1 substrate	mIDH1 inhibitor	Pin1 inh	D2 agonist	TRHR ag
Cc1ccc(OC(=O)c2oc3ccc(F)cc3c2C)c(C)c1	-6	-9%	12%	9	-5%	3%	-1%	0.7	1.6
O=C(CNCC1CCCCC1)Nc1ccccc1N1CCCCC1	-3	-23%	-6%	7	-4%	11%	1%	-0.7	0.2
CCCC(=O)Nc1ccc(-c2nc3cc(C)c(C)cc3o2)c(O)c1	-1	-11%	26%[57.1 µM]	-4	65%	1%	5%	1.4	0.8
C/C(CC(=O)N1CCCC1)=N\NC(=O)c1cc2ccccc2cc1O	-4	-25%	20%	.	-5%	3%	67%[activator]	.	0.7
CC(OC(=O)CNC(=O)c1sc2ccccc2c1Cl)C(=O)NC1(C#N)CCCCC1 (centres undefined)	7	-4%	9%	4	-1%	13%	-4%	1.2	0.4
CC(=O)NC(Cc1ccccc1C)C(=O)NC1CCN(C(=O)c2cccc(C)c2)CC1 (centres undefined)	-6	-17%	28%	-8	9%	0%	2%	0.6	0.2
O=C(Nc1nnc(Cc2ccccc2)s1)c1ccco1	3	-12%	25%[57.1 µM]	1	6%[57.1 µM]	1%	-1%	0.7	0.0
COc1cc(/C=N\NC(=O)c2c(C)nc3cc(C)ccn23)ccc1O	-8	-3%	11%[57.1 µM]	2	-2%[57.1 µM]	0%	0%	1.0	0.5
CCCC(C(=O)NC1CCCC1)N(CCN(CC)CC)C(=O)c1snc(C(N)=O)c1N (centres undefined)	1	-27%	10%	-20	8%	-10%	0%	-0.2	0.3
CN(c1ccc(C(=O)Nc2ccccc2C(=O)N2CCOCC2)cc1)S(C)(=O)=O	0	-5%	7%[57.1 µM]	-5	6%[57.1 µM]	1%	-7%	-0.9	0.3
Cc1ccccc1C(=O)Nc1cccc(NC(=O)c2cccnc2)c1	10	-18%	14%	-20	1%	9%	-3%	0.4	-0.1
COc1ccc(CCNC(=O)c2ccccc2)cc1	0	-10%	4%[57.1 µM]	-9	5%[57.1 µM]	22%	-5%	0.0	0.1
Cc1cc(C)cc(C(=O)NC(CC(N)=O)c2ccc(N3CCN(C)CC3)c([N+](=O)[O-])c2)c1 (centres undefined)	5	-26%	9%	-17	-1%	-1%	1%	0.3	-0.1
CCOc1ccccc1C(=O)Nc1ccc(S(=O)(=O)N(Cc2ccccc2)c2ccccc2)cc1	1	-10%	44%[activator]	.	7%	37%[activator]	-8%	-1.4	-0.6
CC1CCCN(S(=O)(=O)c2ccc(C(=O)NC(C)c3ccccc3)cc2)C1 (centres undefined)	-1	-8%	9%	-15	-5%	7%	-2%	0.5	0.5
CC1=C(C(=O)N2CCOCC2)C(c2ccc(Cl)cc2)NC(=S)N1 (centres undefined)	2	-24%	14%	-1	3%	-11%	2%	0.9	0.4
COc1ccc(CCNC(=O)C2Cc3ccccc3C(=O)O2)cc1 (centres undefined)	5	-23%	12%[57.1 µM]	8	5%[57.1 µM]	-5%	-1%	0.5	-0.8
Cn1c(=O)cc(OCCCC(=O)NCCCN2CCN(Cc3ccccc3)CC2)c2ccccc21	13	5%	3%	-23	-2%	2%	6%	-0.7	-0.6
COc1ccc(CCNC(=O)C2CCCN2S(=O)(=O)c2ccc(F)cc2)cc1OC (centres undefined)	-5	-6%	5%[57.1 µM]	9	4%[57.1 µM]	10%	-2%	-0.6	-0.1
Cc1cc(C)c2c(CC(=O)Nc3ccc(F)cc3)coc2c1	0	2%	10%	.	6%	5%	5%	-1.2	-0.2
Oc1[nH]c2ccc(Br)cc2c1N=Nc1ccc(C(F)(F)F)cn1	3	-20%	1%	-10	-8%	-4%	0%	0.6	0.3
CCOc1ccc(C(C)=O)cc1COC(=O)CNC(=O)c1cccs1	35*	-18%	22µM*	8	2%	11%	3%	-0.8	-0.5
C=CCOc1ccccc1CNn1nnnc1N	-3	-18%	20%	3	9%	3%	0%	0.3	0.1
Nc1ccc2c(c1)Cc1cc(N)c(Cl)cc1-2	.	-1%	-13%[11.4 µM]	.	6%[57.1 µM]	1%	0%	.	.
COc1ccccc1NS(=O)(=O)c1cc(NC(=O)c2cc(=O)[nH]c3ccccc23)ccc1N1CCOCC1	5	-10%	15%	-3	-11%	-1%	13%	1.2	0.4
COc1ccc(NC(=O)CSc2nc(-c3ccc(OC)c(OC)c3)[nH]c2-c2ccc(C)cc2)cc1	5	-4%	1%	.	2%	-1%	?	-0.2	-0.2
CCOC(=O)Cn1c(=O)c2c(nc3n2CCCCN3c2ccc(C)cc2)n(C)c1=O	-3	-9%	3%	-6	-9%	12%	-5%	0.0	-0.3
COCCCNC(=O)c1nc2c(nnn2Cc2cc(C)ccc2C)c(=O)[nH]1	0	0%	-10%	5	-1%	1%	-9%	-0.2	-1.2
Cc1nn(CC(=O)NNC(=S)Nc2ccccc2)c(C)c1[N+](=O)[O-]	3	-11%	?	-14	2%	3%	6%	2.3	0.1
O=C1NCCN1Cc1cccc(Cl)c1	-3	-5%	12%	-4	6%	2%	2%	0.4	-0.6
CN(C(=O)c1cccc(NC(=O)Cc2cccc([N+](=O)[O-])c2)c1)C1CCCC1	.	-9%	10%	.	1%	-1%	-8%	.	.
Cc1ccc(N2CC(C(=O)NC3CC3)CC2=O)cc1 (centres undefined)	2	-26%	3%	-5	-1%	4%	0%	1.0	-0.7
COc1ccccc1NC(=O)CSc1ccc(-c2ccccn2)nn1	0&-5	-15%&-13%	-4%&-3%	14	0%&-6%	-2%&-12%	-4%&-2%	-0.8&0.3	-0.3&-0.2
Cc1ccccc1OCCOc1cccc(/C=N/NC(=O)Cc2nnc(N)s2)c1	2	-21%	24%[57.1 µM]	22	12%[57.1 µM]	6%	24%	-0.4	0.2
O=C1C=C(NCCOC23CC4CC(CC(C4)C2)C3)C2(CCCCC2)O1	7	-11%	1%	-27	-8%	10%	-5%	-0.1	0.3
Cc1ccc(-c2[nH]c3ccccc3c2SCCNC(=O)c2ccc(S(=O)(=O)N3CCOCC3)cc2)cc1	1&0	-13%&-25%	13%	3	-6%	11%&-2%	8%&-1%	-0.4&0.5	0.3&0.5
Cc1cc(C)c(NC(=O)CN2C(=O)NC3(CCOc4ccccc43)C2=O)c(C)c1 (centres undefined)	-5	-22%	16%	1	3%	-4%	2%	-0.8	-0.3
CCCOc1cccc(C(=O)Nc2cccc(NC(=O)c3ccc(Cl)cc3Cl)c2)c1	1	-25%	23%	.	11%	5%	0%	-1.3	-1.3
